Source: PubChem BioAssay (The Scripps Research Institute Molecular Screening Center)
UHRF1 MBD2 ctr – blocks human UHRF1 binding to methylated DNA; Q96T88; UHRF1 binding to methylated oligo, TR-FRET; inhibition, % at 4.4 µM; 0.75% of 370,000 active; AID 687016; in the data active = inhibition above about 21%;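 note: UHRF1 SRA domain binding a hemimethylated CpG hairpin DNA probe; 0% = median of test compound wells and 100% = reference inhibitor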
Tn7 DDE FP – inhibitors of Tn7 peptide binding to human fibrin DD(E) | 0.13% of 370,000 active | FP displacement of FITC-Tn7 peptide from fibrin DD(E); 0% = median of compound wells per plate | P02675 | inhibition, % at 8.3 µM;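 active = inhibition above the mean of compounds falling within the control limits plus 3 SD of them, cut at about 14% in these data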;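 note: 0% = plate median of compound wells and 100% = 10 µM Aha-Tn7 peptide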
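Assay system: human fibrin DD(E). Input: DD(E) 2 µM final. Medium: Tris buffer with calcium and detergent, pH 7.8. Compound dosing: single point at 8.3 µM. Timing: 10 min plus 3 h, room temperature. Technique: fluorescence polarization of the labelled Tn7 tracer. Read-out: percent inhibition. Replicates: singlicate testing.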
DDE Tn6 FP inh – disrupts Tn6 cyclic peptide binding to fibrin D-Dimer-E complex | Fibrin DD(E) TRITC-Tn6 fluorescence polarization displacement | inhibition, % at 8.3 µM | 0.21% of 370,000 active;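 active = inhibition above a per-campaign cutoff: mean of compounds within control limits plus 3 SD, cut at about 15% in these data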;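 note: 0% = median of all compound wells on the plate and 100% = blocking peptide control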
TCR-CD3 inh – human TCR-CD3 binding inhibition; TAMRA-labeled TCR probe fluorescence, biochemical; inhibition, % at 9.4 µM; 0.37% of 360,000 active; AID 651800; in the data active = inhibition above about 19%;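 note: recombinant mutant TCR 2C K166C tagged with TAMRA read by polarization; 0% = receptor in buffer alone and 100% = receptor with positive control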
TDP2 inh – TDP2 (human) inhibition, absorbance primary screen | O95551 | recombinant TDP2, T5PNP hydrolysis, p-nitrophenol absorbance 415 nm | inhibition, % at 12.8 µM | 0.34% of 370,000 active;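 active = inhibition above the mean of all tested compounds plus 3 SD, set per campaign, cut at about 25% in these data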;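 note: 0% = DMSO with enzyme and 100% = buffer with substrate but no TDP2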
Target sequence (O95551 whole entry, looked up): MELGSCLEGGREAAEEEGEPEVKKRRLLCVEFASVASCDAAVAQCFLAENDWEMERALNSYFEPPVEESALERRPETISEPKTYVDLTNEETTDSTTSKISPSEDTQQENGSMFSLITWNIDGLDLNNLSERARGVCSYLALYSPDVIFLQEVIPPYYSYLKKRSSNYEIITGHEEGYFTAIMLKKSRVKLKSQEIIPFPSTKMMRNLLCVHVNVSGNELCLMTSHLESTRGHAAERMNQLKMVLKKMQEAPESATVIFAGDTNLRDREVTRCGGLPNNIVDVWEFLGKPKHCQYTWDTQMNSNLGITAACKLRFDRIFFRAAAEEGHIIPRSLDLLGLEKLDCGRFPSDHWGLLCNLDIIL
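Assay system: Recombinant human TDP2 | Quantity: 120 nM TDP2 per well | Incubation: 2 h at 37 °C | Signal: Epi absorbance | Evaluation: Percent inhibition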
MBD2 DNA inh – inhibitors of human MBD2 binding to methylated oligonucleotide; TR-FRET; Q9UBB5; inhibition, % at 4.4 µM; 0.31% of 370,000 active; in the data active = inhibition above about 13%
Target sequence (Q9UBB5 whole entry, looked up): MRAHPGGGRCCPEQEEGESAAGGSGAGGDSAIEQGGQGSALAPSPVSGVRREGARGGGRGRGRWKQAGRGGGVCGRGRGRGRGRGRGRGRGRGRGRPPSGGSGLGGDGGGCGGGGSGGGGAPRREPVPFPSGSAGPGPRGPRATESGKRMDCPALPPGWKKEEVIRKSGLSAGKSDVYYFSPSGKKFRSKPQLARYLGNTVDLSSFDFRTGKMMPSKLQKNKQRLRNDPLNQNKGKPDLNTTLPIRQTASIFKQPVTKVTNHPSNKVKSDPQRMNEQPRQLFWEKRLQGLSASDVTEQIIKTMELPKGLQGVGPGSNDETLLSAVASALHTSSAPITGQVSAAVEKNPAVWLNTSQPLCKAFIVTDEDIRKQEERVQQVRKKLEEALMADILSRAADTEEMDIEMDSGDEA
PRMT1 FP inh – blocks human protein arginine methyltransferase 1; Q99873; recombinant PRMT1, activity-based probe fluorescence polarization; inhibition, % at 2.79 µM; 1.3% of 370,000 active; AID 652257;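 active = inhibition above about 21% made by adding two undisclosed values, limit read from the data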
SIAE inh – inhibitors of human sialic acid acetylesterase SIAE; Q9HAT2; SIAE FP-Rh probe binding, fluorescence polarization; inhibition, % at 9.66 µM; 0.69% of 370,000 active;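 active = inhibition above a cutoff: mean of compounds within the control limits plus 3 SD of those, cut at about 17% in these data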;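 note: 0% = plate median of compound wells and 100% = probe without SIAE protein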
LEDGF integ inh – blocks HIV-1 LEDGF/p75-dependent DNA integration | TR-FRET IN-LEDGF/p75 DNA integration, Eu/Cy5 | 0.64% of 370,000 active | AID 743269 | inhibition, % at 3.7 µM;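 active = inhibition above the screen-wide mean plus 3 SD, cut at about 13% in these data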;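 note: signal is the Cy5 over europium emission ratio at 671 and 618 nm; 0% = plate median of compound wells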
KLK7 zymogen act – activates the human kallikrein-7 zymogen; P49862; purified proKLK7, EDANS-DABCYL substrate fluorescence; 100% is mature enzyme control, 0% vehicle; activation, % at 7 µM; 0.9% of 370,000 active; AID 652039;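 active = activation above the mean of all tested compounds plus 3 SD, computed per campaign excluding outliers beyond control limits, cut at about 13% in these data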
Target sequence (P49862 whole entry, looked up): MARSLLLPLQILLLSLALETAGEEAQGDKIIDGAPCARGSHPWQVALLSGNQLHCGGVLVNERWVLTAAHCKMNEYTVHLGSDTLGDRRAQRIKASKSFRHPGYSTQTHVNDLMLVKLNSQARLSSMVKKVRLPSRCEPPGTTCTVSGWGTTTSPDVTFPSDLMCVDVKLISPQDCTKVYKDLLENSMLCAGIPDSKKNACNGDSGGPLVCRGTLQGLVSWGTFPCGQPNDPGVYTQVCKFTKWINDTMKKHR
Active calls of the source: *; . = not tested or not shown.

No.	Tn7 DDE FP	PRMT1 FP inh	LEDGF integ inh	TDP2 inh	UHRF1 MBD2 ctr	SIAE inh	DDE Tn6 FP inh	TCR-CD3 inh	KLK7 zymogen act	MBD2 DNA inh	Compound
1	0	0	0	10	1	2	-5	-1	-0.5	0	O=C(Cn1c(NCCCO)nc2ccccc21)c1cccs1
2	1	-3	4	0	-2	1	-6	3	-0.3	-3	COC(=O)c1ccc(OCC(=O)Nc2ccsc2C(=O)OC)cc1
3	1	3	1	-3	3	-1	3	0	0.1	0	Cc1cc(OCCN2CCCC2)ccc1[N+](=O)[O-]
4	8	4	-4	-7	12	-4	-8	-6	-0.1	5	O=C1CC2(CCCC2)C(=O)N1c1ccc(S(=O)(=O)NCC2CC2)cc1Cl
5	2	-1	-2	-2	2	0	0	-3	0.1	1	CC(C)NC(=O)C1CC=CCC1C(=O)O (centres undefined)
6	-1	0	4	8	-2	-3	2	-6	-83	4	O=C(Nc1cccnc1Cl)c1cc2c(s1)-c1ccccc1OC2
7	-4	2	0	-3	0	3	-1	-2	0.5	0	CCN1CCN(c2nc(-c3ccccc3)nc3ccccc23)CC1
8	2	29*	52*	3	21*	47*	8	140*	-0.5	7	COC(=O)c1ccc(=O)c2nc3/c(=C/O)c(O)cc(=O)c3[nH]c12

Filtered by structure: the compounds so far containing a halogen (2)
No.	Tn7 DDE FP	PRMT1 FP inh	LEDGF integ inh	TDP2 inh	UHRF1 MBD2 ctr	SIAE inh	DDE Tn6 FP inh	TCR-CD3 inh	KLK7 zymogen act	MBD2 DNA inh	Compound
4	8	4	-4	-7	12	-4	-8	-6	-0.1	5	O=C1CC2(CCCC2)C(=O)N1c1ccc(S(=O)(=O)NCC2CC2)cc1Cl
6	-1	0	4	8	-2	-3	2	-6	-83	4	O=C(Nc1cccnc1Cl)c1cc2c(s1)-c1ccccc1OC2

The listing picks up, repeating the 3 entries before the break.
No.	Tn7 DDE FP	PRMT1 FP inh	LEDGF integ inh	TDP2 inh	UHRF1 MBD2 ctr	SIAE inh	DDE Tn6 FP inh	TCR-CD3 inh	KLK7 zymogen act	MBD2 DNA inh	Compound
6	-1	0	4	8	-2	-3	2	-6	-83	4	O=C(Nc1cccnc1Cl)c1cc2c(s1)-c1ccccc1OC2
7	-4	2	0	-3	0	3	-1	-2	0.5	0	CCN1CCN(c2nc(-c3ccccc3)nc3ccccc23)CC1
8	2	29*	52*	3	21*	47*	8	140*	-0.5	7	COC(=O)c1ccc(=O)c2nc3/c(=C/O)c(O)cc(=O)c3[nH]c12
9	-1	-1	-1	5	-1	-2	9	3	0.4	-3	Cc1cc(C)nc(SCc2nnc(SCC(=O)Nc3nccs3)n2C)n1
10	-6	-2	1	-13	-1	-9	6	1	0.0	-1	O=C(c1n[nH]c(=O)c2ccccc12)N1CCN(S(=O)(=O)c2ccccc2Cl)CC1
11	2	-3	1	-4	1	1	-1	4	0.8	-10	COCCNC(=S)N(CCCO)Cc1cc2cc3c(cc2[nH]c1=O)OCO3
12	14*	1	-5	-5	1	5	-2	-4	0.2	0	CC1(c2ccccc2)NC(=O)N(CC(=O)Nc2ccc(N3CCOCC3)cc2N2CCOCC2)C1=O (centres undefined)
13	-2	2	-1	-7	9	-6	-4	7	-0.6	5	C[C@H](NC(=O)c1nc[nH]c1C(=O)NC1CCNCC1)C(=O)OC(C)(C)C
14	2	5	2	10	-6	3	3	2	0.2	3	CC(C)SCC(=O)Nc1ncc2c(n1)-c1ccccc1CC2
15	0	-1	2	-13	9	-1	-6	1	-0.7	-4	CC1(C)Cc2c(sc3nc4n(c(=N)c23)CCC4)CO1
16	0	0	4	7	0	-2	-5	5	1.6	3	CCOc1cc(/C=C2\C(=N)N3N=C(C)SC3=NC2=O)ccc1OCCOc1cccc(OC)c1

No.	Tn7 DDE FP	PRMT1 FP inh	LEDGF integ inh	TDP2 inh	UHRF1 MBD2 ctr	SIAE inh	DDE Tn6 FP inh	TCR-CD3 inh	KLK7 zymogen act	MBD2 DNA inh	Compound
17	4	0	0	8	-2	-2	-4	2	0.2	5	CCc1ccc(NC(=O)c2noc(C(C)C)c2[N+](=O)[O-])cc1
18	1	2	-1	6	-2	6	2	-1	-0.2	2	CCOC(=O)Cn1cc(C(=O)C2CC2)c2ccccc21
19	-3	0	1	23	-2	-2	5	5	-0.2	0	COC(=O)Nc1ccc([N+](=O)[O-])cc1OC
20	4	-4	4	-1	-1	9	-6	4	0.2	-3	CCc1ccccc1NC(=O)CSc1ncn[nH]1
21	-2	2	-2	-1	6	-3	4	-7	0.7	5	O=C1NC[C@H](Cc2ccc(O)cc2)N(C[C@H]2CCCN2C[C@H](Cc2ccc(O)cc2)N2C[C@H](Cc3ccc(O)cc3)N(CCc3ccccc3)C(=O)C2=O)C1=O
22	2	0	0	1	1	1	-1	4	0.1	-3	CSc1ccc(-c2nc(CSCC(=O)N3CCOCC3)c(C)o2)cc1
23	8	3	-1	-1	1	-10	-3	-3	-0.8	6	Cc1ccc(S(=O)(=O)N2C[C@H]3C(=O)C[C@@H]4C(=O)N(c5ccccc5)C(=O)[C@@H]4[C@@H]3C[C@H]2c2cccc(Cl)c2)cc1
24	4	13	-5	2	-8	12	0	-7	0.2	-6	CC1(C)CC(=O)C2=C(C1)NC1=C(C(=O)c3ccccc31)C2c1ccccc1 (centres undefined)

No.	Tn7 DDE FP	PRMT1 FP inh	LEDGF integ inh	TDP2 inh	UHRF1 MBD2 ctr	SIAE inh	DDE Tn6 FP inh	TCR-CD3 inh	KLK7 zymogen act	MBD2 DNA inh	Compound
25	4	-4	4	-1	3	-12	1	-1	0.3	-3	CCN(CC)S(=O)(=O)c1cc(C(=O)Oc2cccc(-c3cnc4ccccc4n3)c2)ccc1OC
26	5	-1	-3	6	0	-4	1	-4	0.1	4	Cc1sc2ncnc(SCC(=O)N3CCOCC3)c2c1C
27	-2	1	-2	2	0	4	-5	3	0.4	2	CN(C)/C=N/NC(=O)c1ccc(Cl)cc1
28	2	-5	3	8	2	9	6	3	0.1	-3	O=S1(=O)NC(=NC2CCCCCC2)c2ccccc21
29	9	1	0	-2	0	-7	0	1	-19	-5	COc1ccc(-c2[nH]ncc2/C=C(/C#N)C(=O)NC2CCCCC2)cc1
30	4	-3	2	-1	-5	2	8	.	.	-4	C[C@H]1[C@@H](NC(=O)/C=C/c2ccccc2)CC[C@@]23CCCN2C(=O)CCC[C@@H]13
31	4	-2	2	8	4	1	3	7	-0.3	4	CC1(C(=O)O)CCC(C(=O)Nc2ccc(OC(F)(F)Cl)cc2)C1(C)C (centres undefined)
32	4	7	-1	4	-1	4	10	-3	-0.2	2	COc1ccc2oc(=O)c(C(=O)Nc3ccccc3C)cc2c1

No.	Tn7 DDE FP	PRMT1 FP inh	LEDGF integ inh	TDP2 inh	UHRF1 MBD2 ctr	SIAE inh	DDE Tn6 FP inh	TCR-CD3 inh	KLK7 zymogen act	MBD2 DNA inh	Compound
33	-2	0	3	-3	2	4	-8	-6	-0.9	8	CCc1ccc(OCC(=O)Nc2ccc(N3CCN(C(=O)c4ccccc4)CC3)cc2)cc1
34	0	0	1	6	1	-4	-3	3	-0.5	0	O=C(Nc1ccc(Cc2ccncc2)cc1)c1ccc([N+](=O)[O-])o1
35	6	-3	1	0	-1	-1	4	-3	-0.5	-7	O=C(CSc1nnc(-c2ccncc2)n1Cc1ccccc1)NC1CCCc2ccccc21 (centres undefined)
36	3	-1	6	-3	-1	-2	-5	5	-0.4	-5	C=CCc1ccccc1OCCNCc1ccccc1
37	-1	-4	-2	6	0	0	7	4	0.9	-2	CNC(=O)CSc1nnc(C2CC2)n1-c1ccccc1
38	-3	-4	2	-1	0	-2	-6	-5	-0.4	-7	O=C1CN(C(=O)CNCc2ccccc2Cl)c2ccccc2N1
39	-15	-1	-1	-4	-1	-1	-3	2	0.2	1	O=C(CC(Nc1ccccc1)c1ccc(F)cc1)c1ccccc1 (centres undefined)
40	-7	-1	-1	-7	-2	-4	3	-4	0.3	-6	CC(C)CC(CC(C)C)=NNC(=O)c1ccc(CSc2nncn2C)cc1

Printed as active in UHRF1 MBD2 ctr, among the entries above:
No.	Tn7 DDE FP	PRMT1 FP inh	LEDGF integ inh	TDP2 inh	UHRF1 MBD2 ctr	SIAE inh	DDE Tn6 FP inh	TCR-CD3 inh	KLK7 zymogen act	MBD2 DNA inh	Compound
8	2	29*	52*	3	21*	47*	8	140*	-0.5	7	COC(=O)c1ccc(=O)c2nc3/c(=C/O)c(O)cc(=O)c3[nH]c12

Later entries
No.	Tn7 DDE FP	PRMT1 FP inh	LEDGF integ inh	TDP2 inh	UHRF1 MBD2 ctr	SIAE inh	DDE Tn6 FP inh	TCR-CD3 inh	KLK7 zymogen act	MBD2 DNA inh	Compound
41	4	-1	2	6	-4	5	1	5	0.0	-1	[N-]=[N+]=NC[C@H](c1ccccc1)N1CCN(Cc2ccccc2)CCC1=O
42	-1	-3	0	-13	1	2	-5	6	-0.1	-4	CCn1c(=O)n(CC(=O)NCc2ccccc2OC)c(=O)c2ccccc21
43	-1	-8	5	8	0	0	-1	-1	0.3	-3	CC(=O)N1CCN(C(=O)c2ccc(NS(=O)(=O)c3ccc(Cl)c(Cl)c3)cc2)CC1
44	-5	0	-3	4	-1	-1	-9	-8	0.1	3	CC(NC(=O)c1ccccc1Cl)c1ccc(-n2ccnc2)cc1 (centres undefined)
45	1	-1	2	8	0	-2	4	2	-1.4	0	O=C(N=c1ccn(-c2nc3ccccc3nc2NS(=O)(=O)c2ccccc2)cc1)c1cccs1
46	-3	3	2	-1	-1	2	-5	-3	0.2	-6	O=C(c1cc(S(=O)(=O)N2CCOCC2)ccc1F)N(Cc1nnc(-c2ccccc2Cl)o1)C1CC1
47	1	9	1	5	2	4	-5	-4	-0.1	0	COc1ccccc1CNC(=O)CS(=O)Cc1nc(-c2ccc(OC)c(OC)c2)oc1C (centres undefined)
48	5	2	-3	-3	-3	7	-5	-5	0.2	-6	COc1ccc2c(c1)c(C(C)=O)c(C)n2-c1ccc(C(C)=O)cc1

No.	Tn7 DDE FP	PRMT1 FP inh	LEDGF integ inh	TDP2 inh	UHRF1 MBD2 ctr	SIAE inh	DDE Tn6 FP inh	TCR-CD3 inh	KLK7 zymogen act	MBD2 DNA inh	Compound
49	4	2	5	7	-1	2	0	2	-0.6	-4	CCCCNc1c(NC(C)=O)c(=O)oc2ccccc12
50	6	1	-2	12	-3	-17	-6	-1	-0.6	2	COc1cc(C(=O)NCc2cccc3ccccc23)cc(Cl)c1OC
51	-1	-1	1	16	0	10	2	4	0.0	0	CN1CCN(C(=O)c2cc(Cl)ccc2NC(=O)c2ccc(Cl)cc2Cl)CC1
52	5	1	-2	7	-3	11	-1	-4	0.1	4	Fc1ccc(NC(=S)NCCN2CCOCC2)c(F)c1F
53	-2	2	-4	-6	2	2	3	-6	0.0	-1	O=C(Oc1cccc(Oc2ccccc2)c1)N1CCOCC1
54	2	-2	2	5	-3	0	-1	1	-0.1	-1	Cc1nnsc1C(=O)N1CCCC(C)(C(=O)NS(=O)(=O)C2CC2)C1 (centres undefined)
